Ecoli WT expand – blocks growth of wild type E. coli BW25113; OD600 absorbance; growth inhibition, % at 100 µM; 0.15% of 98,000 active; AID 710;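 active means growth inhibition above about 50% at one test dose, limit read from the data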;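 further: growth measured after 20 h incubation at 37 °C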
PLAP act – human PLAP activation; 1.2% of 96,000 active; P05187; AID 696; purified PLAP enzyme, luminescent substrate read-out; hits give high values; activation fold at 20 µM; in the data active means activation fold above about 2
Target sequence (P05187 whole entry, looked up): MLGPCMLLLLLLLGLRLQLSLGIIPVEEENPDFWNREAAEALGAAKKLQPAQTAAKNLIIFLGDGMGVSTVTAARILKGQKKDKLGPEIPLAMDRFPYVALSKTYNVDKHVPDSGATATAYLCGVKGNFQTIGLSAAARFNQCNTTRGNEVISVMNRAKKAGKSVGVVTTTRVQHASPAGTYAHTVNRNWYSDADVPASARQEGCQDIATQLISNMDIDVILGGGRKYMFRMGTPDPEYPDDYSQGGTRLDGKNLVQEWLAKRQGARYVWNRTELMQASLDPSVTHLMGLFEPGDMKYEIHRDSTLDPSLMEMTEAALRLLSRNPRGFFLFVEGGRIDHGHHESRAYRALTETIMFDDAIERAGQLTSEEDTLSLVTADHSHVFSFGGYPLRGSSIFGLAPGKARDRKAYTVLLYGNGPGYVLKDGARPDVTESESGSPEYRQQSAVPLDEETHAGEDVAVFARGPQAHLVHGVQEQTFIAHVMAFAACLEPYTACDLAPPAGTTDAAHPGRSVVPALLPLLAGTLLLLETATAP
FAK blocker – blocks human focal adhesion kinase activity; 0.84% of 97,000 active; biochemical FAK kinase activity assay; Q05397; AID 727; inhibition, %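 (tested at 7 µM)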; in the data active means inhibition above about 19%;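 further: 0% = DMSO and 100% = reference compound high control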
An asterisk follows results filed as active.

SMILES	FAK blocker	PLAP act	Ecoli WT expand
CCCCCCCC(=O)NNC(=O)Cc1ccccc1	-2	1.2	-8
CC(C)NC(=O)c1onc(CSc2ccccc2)c1C(=O)O	0	0.9	-11
CC(=C/c1ccccc1)/C=N/n1c(-c2ccco2)n[nH]c1=S	6	1.1	1
CCOc1ccc(NC(=O)c2ccc(Br)o2)c([N+](=O)[O-])c1	3	0.9	-9
O=C(COc1ccc([N+](=O)[O-])cc1)NCc1ccccc1	1	1.1	3
CC(C)CCOc1ccc(-c2c(=O)n(OCc3ccc([N+](=O)[O-])cc3)c3ccccc3[n+]2[O-])cc1	-7	0.9	-3
Cc1ccc(Oc2ccc(/C=N/O)cn2)cc1	-9	0.9	9
CCOC(=O)c1nnc(-c2ccccc2)nc1NCc1ccccc1	0	1.2	-5
COc1ccc(-n2c(SCC(=O)NNC(=O)c3ccccc3C)nnc2-c2ccncc2)cc1	8	2.1*	6
CCc1ccc(N/C(SCc2ccccc2C)=C(/C#N)C(=O)NCc2ccco2)cc1	2	1.2	-18
O=C(Cn1nc(C(F)F)cc1C(F)F)N/N=C/c1ccc2c(c1)OCO2	0	0.9	-6
O=S(=O)(c1ccccc1Cl)N1CCCC1c1nc(-c2ccccc2Cl)no1 (stereo not drawn)	11	0.9	-11
O=C(c1ccc(Cl)c(Cl)c1)c1cc(-c2ccccn2)c(N2CCOCC2)s1	-1	1.1	-18
CCSc1nnc(-c2ccc(Cl)cc2)c2ccccc12	-15	0.9	-14
O=[N+]([O-])c1ccc(Sc2nccn2Cc2ccccc2)cc1	-2	1	-2
Cc1[nH]c2ccccc2c1/C=N/Nc1nc(Nc2ccccc2)nc(N2CCOCC2)n1	-1	1.2	-4
CCOc1ccccc1C(=O)N/N=C/c1cccc2cccnc12	-4	1.7	7
CS(=O)(=O)c1ccccc1-c1nc(-c2cc(C(F)(F)F)cc(C(F)(F)F)c2)no1	-1	0.9	-2
COc1ccc(N2C(=O)CC(SCCc3nc4ccccc4[nH]3)C2=O)cc1 (stereo not drawn)	5	1	-5
CSc1ccccc1N1CCN(C(=O)Nc2ccc3c(c2)NC(=O)CO3)CC1	1	1	1
O=C(COc1ccc(Cl)cc1)Nc1ccc(N2CCN(C(=O)c3ccco3)CC2)cc1	4	0.8	-6
Cc1ccccc1C(=O)NNC(=O)C(=O)Nc1cccc(Cl)c1C	-12	1.7	-7
CC(C)C(NC(=O)/C=C/c1ccc(F)cc1)C(C)C	5	0.7	-1
CC(C)c1ccc(-c2nn(-c3ccccc3)cc2C2C(C#N)=C(N)OC3=C2C(=O)CC(C)(C)C3)cc1 (stereo not drawn)	2	1.2	-16
CCOC(=O)Cc1csc(NC(=O)c2sc3nc4ccc(C)cc4cc3c2N)n1	-5	1.1	-8
O=C(Cn1cncn1)NCc1cccc2ccccc12	5	0.9	10
Cc1ccccc1Nc1nc(-c2sc(NC(=O)c3ccc([N+](=O)[O-])cc3)nc2C)cs1	3	1.2	-16
CSc1nc(Sc2ccc(Cl)cc2)c2ccccc2n1	7	0.9	-2
O=C1C2C3c4ccccc4C(c4ccccc43)C2C(=O)N1c1nc(-c2ccccc2)cs1 (stereo not drawn)	1	0.9	-14
O=C(COc1cccc2ccccc12)NNC(=O)Nc1ccccc1	5	1.3	-6

(next part)
SMILES	FAK blocker	PLAP act	Ecoli WT expand
COc1ccc(NC2=Nc3cccc4cccc2c34)cc1OC	-7	0.9	-5
COC(=O)c1ccc(NC(=S)NCCC2=CCCCC2)cc1	1	0.9	-2
O=C(c1cccc(C(F)(F)F)c1)N1CCN(c2cc(=O)[nH]nc2-c2ccccc2)CC1	6	1.2	7
O=C(Nc1nc(-c2ccccc2)c(-c2ccccc2)o1)c1ccc(F)cc1	-3	1.3	-9
Cc1ccc(C(=O)NNC(=S)NC(=O)c2ccc(Cl)cc2)cc1	-2	1.1	-6
Cc1cc(C(F)(F)F)nc(SCC(=O)c2cccc([N+](=O)[O-])c2)n1	-5	0.8	-1
COC(=O)c1sccc1-n1cccc1C(=O)N1CCOCC1	1	0.9	4
COc1ccc(OC)c(NC(=O)c2ccc(-n3cccn3)nc2)c1	0	0.9	-6
Clc1ccc(CSc2nccn2Cc2ccccc2)cc1	-1	1.1	1
Cc1cc(N2CCOCC2)nc(SCc2ccc(Cl)cc2Cl)n1	0	1.3	-5
O=c1c(-c2nc3ccccc3s2)cccn1Cc1ccccc1	7	1	-6
O=C(c1cccc(F)c1)N1CCN(c2ccc([N+](=O)[O-])c(N3CCCCC3)c2)CC1	-1	1.1	-10
CCn1c(CCNC(=O)c2ccc(Cl)cc2Cl)n[nH]c1=S	-2	1	1
CCC(=O)NC(=S)NNC(=O)c1ccc([N+](=O)[O-])cc1	2	1.8	28
CC1(C)CC(=O)C/C(=N/NC(=O)CCCOc2ccc(Cl)cc2Cl)C1	-2	1	5
O=C(CS(=O)CC(=O)N(CC(=O)NC1CCCC1)c1ccc2c(c1)OCCO2)Nc1ccc(F)cc1 (stereo not drawn)	10	1.3	7
Cc1ccc(NC(=O)C2CC(=O)N(c3ccc4c5c(cccc35)CC4)C2)cc1 (stereo not drawn)	1	1.4	-12
COc1ccc(/C=C/C(=O)c2ccccc2)cc1COc1ccccc1F	2	1	-15
Cc1cc(C)cc(NC(=O)CCc2nc3ccccc3[nH]2)c1	0	1	-6
CCCCCCC(=O)N/N=C/Cc1ccccc1	2	0.9	8
CC(=O)Nc1cccc(/C(C)=N/NC(=O)c2ccccc2Cl)c1	12	0.8	3
Cc1nn(Cc2c(F)c(F)c(F)c(F)c2F)c(C)c1NC(=O)c1ccc(COc2ccc(F)cc2)o1	3	1	-8
CCCCCCOC1(c2ccccc2)OC(=O)c2ccccc21 (stereo not drawn)	4	0.8	1
CCOC(=O)CSc1n[nH]c(NC(=O)c2ccc(F)cc2)n1	-6	0.9	-3
CC1CCCC(C)N1C(=O)c1ccccc1Nc1ccc(SC(F)F)cc1 (stereo not drawn)	-5	1	1
Cn1c(/C=N/NC(=O)c2ccccc2Br)nc2ccccc21	0	1.7	6
Cc1ccccc1OCCCC(=O)NCc1ccco1	-3	1	5
Cc1ccc2nc(-c3ccc(NS(C)(=O)=O)cc3)cc(-c3ccccc3)c2c1	-2	1.4	-15
N#Cc1c(-c2ccccc2)ccnc1Oc1ccccc1	5	1	-7
COc1ccc(/C=N/NC(=O)c2ccc(Cn3cc([N+](=O)[O-])cn3)o2)c(OC)c1C	-11	0.9	-2

Profiles, looked up by structure. Screens in order: FAK blocker | PLAP act | Ecoli WT expand
O=C(CS(=O)CC(=O)N(CC(=O)NC1CCCC1)c1ccc2c(c1)OCCO2)Nc1ccc(F)cc1 (stereo not drawn) in the list: 10 | 1.3 | 7
COC(=O)c1ccc(NC(=S)NCCC2=CCCCC2)cc1 in the list: 1 | 0.9 | -2

Other results follow.
SMILES	FAK blocker	PLAP act	Ecoli WT expand
COc1cccc(-c2cc(C(=O)N/N=C/c3ccc(OC)c(COC(C)=O)c3)c3ccccc3n2)c1	-6	1	-3
C=CCc1ccc(OCCOc2cccc3ccc(C)nc23)c(OC)c1	1	1.3	-1
O=C(Nc1cccc(Br)c1)/C(=C\c1cccnc1)NC(=O)c1ccco1	-7	1.1	-1
O=C(Nc1cccc2[nH]ncc12)c1ccc(F)cc1	1	1	14
CCOC(=O)CSc1cc(C(F)(F)F)nc(-c2ccccn2)n1	0	0.8	2
O=C(Nc1cc(Oc2ccccc2)cc([N+](=O)[O-])c1)C12CC3CC(C1)CC(n1cnc(Cl)n1)(C3)C2	1	1	-11
O=C(Cn1nnc(-c2ccccc2Cl)n1)N/N=C/c1ccc2c(c1)OCO2	-2	1	0
Brc1ccc(CSc2nccn2-c2ccccc2)cc1	1	0.9	-9
Cc1ccc(C(=O)NNc2nc3ccccc3nc2C(F)(F)F)cc1	-4	1.5	5
O=C(N/N=C/c1cc([N+](=O)[O-])ccc1N1CCNCC1)c1ccc([N+](=O)[O-])cc1	18	1.3	5
C/C(=N\OC(=O)c1ccccc1)c1cc(-c2ccc(Cl)cc2)no1	3	0.9	-8
CCC(C)Nc1c([N+](=O)[O-])cc(C)cc1[N+](=O)[O-] (stereo not drawn)	2	0.8	-5
Cc1ccc(C(=O)NNc2cc(N3CCCC3)nc(N3CCCC3)n2)cc1	11	1.6	-4
C=CCn1c(P(=O)(O)c2ccccc2)nc2ccccc21	35*	1.2	2
Cc1ccc(Cn2cccc(NC(=O)NCc3ccccc3)c2=O)cc1	-3	0.8	-3
CCOc1cc(C(=S)N2CCCCC2)ccc1OS(=O)(=O)c1ccc(Cl)cc1	13	1	-22
O=S(=O)(NCc1cc(-c2ccc(Cl)cc2)no1)c1ccccc1	2	0.9	-5
Cc1ccc(/C=N\NC(=O)c2cc(OCC(F)(F)F)ccc2OCC(F)(F)F)cc1	-11	1	-6
CC(=O)c1cccc(NC(=S)NC(=O)C(C)C)c1	1	0.9	0
CC(C)COC(=O)Nc1nnc(SCCOc2ccccc2)s1	0	1.4	-6
CN1/C(=C/C=C(/C#N)C(N)=O)C(C)(C)c2ccccc21	9	0.8	-7
C=CCC(C(=O)OC)(C(=O)OC)c1ccc([N+](=O)[O-])cn1	-6	0.9	7
COc1ccc2c(c1)C(C1C(=O)CCCC1=O)c1ccccc1O2 (stereo not drawn)	-3	1	1
CCOC(=O)Cc1csc(N/N=C/c2ccc(C(F)(F)F)cc2)n1	-10	1	-5
COc1ccc(NC(=O)CSc2nc3ccccc3cc2Cc2ccccc2)cc1	-9	1	-18
CCOC(=O)CN1C(=O)C(Sc2n[nH]c(-c3ccc(C)cc3)n2)CCc2ccccc21 (stereo not drawn)	3	1	3
COc1ccc(CN(C(=O)c2ccc(-c3ccccc3)[nH]2)C(C(=O)NCC2CCCO2)c2ccc(C)o2)cc1 (stereo not drawn)	-3	1.2	-11
Cc1ccc(-c2csc(N/N=C/C=C/c3ccccc3)n2)cc1	3	1.2	-13
CCOc1cc(C#N)c(NC(=O)c2cccnc2)cc1OCC	-6	1	-3
CCOC(=O)c1c(C)nc2sc3c(=O)n(-c4ccc(C(C)=O)cc4)nnc3c2c1-c1ccc(OC)cc1	4	1.3	-16

Single entries from the list:
In FAK blocker, CCCCCCCC(=O)NNC(=O)Cc1ccccc1 reads -2
In FAK blocker, Cc1cc(C)cc(NC(=O)CCc2nc3ccccc3[nH]2)c1 reads 0
In Ecoli WT expand, CCCCCCC(=O)N/N=C/Cc1ccccc1 reads 8
In PLAP act, CCOC(=O)CN1C(=O)C(Sc2n[nH]c(-c3ccc(C)cc3)n2)CCc2ccccc21 (stereo not drawn) reads 1
In Ecoli WT expand, CCOC(=O)c1c(C)nc2sc3c(=O)n(-c4ccc(C(C)=O)cc4)nnc3c2c1-c1ccc(OC)cc1 reads -16
In PLAP act, O=C(CS(=O)CC(=O)N(CC(=O)NC1CCCC1)c1ccc2c(c1)OCCO2)Nc1ccc(F)cc1 (stereo not drawn) reads 1.3

Seven entries already listed, sorted by the value under FAK blocker, highest first.
molecule | FAK blocker | PLAP act
Cc1ccc(C(=O)NNc2cc(N3CCCC3)nc(N3CCCC3)n2)cc1 | 11 | 1.6
CCOC(=O)CN1C(=O)C(Sc2n[nH]c(-c3ccc(C)cc3)n2)CCc2ccccc21 (stereo not drawn) | 3 | 1
CSc1ccccc1N1CCN(C(=O)Nc2ccc3c(c2)NC(=O)CO3)CC1 | 1 | 1
O=C(Cn1nc(C(F)F)cc1C(F)F)N/N=C/c1ccc2c(c1)OCO2 | 0 | 0.9
Cc1ccc2nc(-c3ccc(NS(C)(=O)=O)cc3)cc(-c3ccccc3)c2c1 | -2 | 1.4
Cc1ccc(Cn2cccc(NC(=O)NCc3ccccc3)c2=O)cc1 | -3 | 0.8
COc1ccc(/C=N/NC(=O)c2ccc(Cn3cc([N+](=O)[O-])cn3)o2)c(OC)c1C | -11 | 0.9

Compound activity from PubChem.

An excerpt; count on the stated rates, not on these rows.
